# CHRM1 agonist: agonists of human M1 muscarinic receptor. CHO-K1 hM1, Fluo-8 calcium fluorescence, agonist mode; 0% DMSO, 100% acetylcholine EC100. AID 588814. hit rate 0.33% among 360,000. activation, % at 3 µM. P11229;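 active means activation above the run's mean compound activation plus 3 SD, cut at about 16% in these data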;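 further: peak over basal fluorescence ratio within a 140 s kinetic read after compound addition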
# CHRM1 PAM: potentiates human M1 receptor response to acetylcholine. P11229. CHO-K1 hM1, Fluo-8 calcium fluorescence, ACh EC20; 0% = ACh EC20, 100% = maximal ACh. activation, % at 3 µM. hit rate 0.088% among 360,000. AID 588819; in the data active means activation above about 19%, passing the limit was not always enough
# V1aR counter: activates human V1a receptor in oxytocin agonist counter-screen; AID 2797; activation, % at 3 µM; P37288; hit rate 0.25% among 320,000; CHO-V1R cells, Fluo-8 calcium fluorescence, agonist mode; 0% DMSO, 100% 3 nM vasopressin;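 active means activation above the mean activation of all tested compounds plus 3 SD, per screening run, cut at about 20% in these data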;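 further: signal is peak over basal fluorescence ratio across a 100 second FLIPR read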
# Target sequence (P37288 whole entry, looked up): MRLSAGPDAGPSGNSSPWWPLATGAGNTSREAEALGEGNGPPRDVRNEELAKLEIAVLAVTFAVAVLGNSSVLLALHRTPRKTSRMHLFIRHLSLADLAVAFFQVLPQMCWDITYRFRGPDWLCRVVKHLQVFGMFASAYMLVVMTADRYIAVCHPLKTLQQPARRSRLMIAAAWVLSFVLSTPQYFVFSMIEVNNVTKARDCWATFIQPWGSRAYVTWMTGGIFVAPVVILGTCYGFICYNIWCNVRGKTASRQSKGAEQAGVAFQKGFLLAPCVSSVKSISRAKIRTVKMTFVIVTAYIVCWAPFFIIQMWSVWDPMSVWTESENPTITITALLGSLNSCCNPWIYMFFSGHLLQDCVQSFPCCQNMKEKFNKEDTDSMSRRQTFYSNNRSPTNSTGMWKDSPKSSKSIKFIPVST
# OXTR potentiate: potentiators of human oxytocin receptor. P30559. CHO-OTR cells, Fluo-8 calcium fluorescence, potentiator mode; 0% = oxytocin EC15, 100% = EC100. activation, % at 3 µM. hit rate 0.061% among 320,000. AID 2445;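 active means activation above that plate's cutoff, the mean activation of tested compounds plus 3 SD, cut at about 6.6% in these data, passing the limit was not always enough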;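 further: 100% uses oxytocin at 75 nM as the full agonist control; some results filed as inactive read as strong as hits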
#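 System: human OTR in CHO cells; Also added: sub-maximal oxytocin, roughly EC15; Timing: compound 6 min at room temperature before oxytocin, 100 s read; Technique: Fluo-8 intracellular calcium fluorescence, ex 470-495, em 515-575 nm; Controls: oxytocin EC15 low and EC100 high; Replication: singlicate.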
# TAAR1 ag: human TAAR1 agonism; hit rate 0.99% among 360,000; activation, % at 3 µM; Q96RJ0; CHO RD-HGA16 TAAR1, Fluo-8 calcium fluorescence; vehicle wells 0%, saturating PEA agonist 100%;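 active means activation above the mean activation of all test compounds in the run plus 3 SD, cut at about 38% in these data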
# Target sequence (Q96RJ0 whole entry, looked up): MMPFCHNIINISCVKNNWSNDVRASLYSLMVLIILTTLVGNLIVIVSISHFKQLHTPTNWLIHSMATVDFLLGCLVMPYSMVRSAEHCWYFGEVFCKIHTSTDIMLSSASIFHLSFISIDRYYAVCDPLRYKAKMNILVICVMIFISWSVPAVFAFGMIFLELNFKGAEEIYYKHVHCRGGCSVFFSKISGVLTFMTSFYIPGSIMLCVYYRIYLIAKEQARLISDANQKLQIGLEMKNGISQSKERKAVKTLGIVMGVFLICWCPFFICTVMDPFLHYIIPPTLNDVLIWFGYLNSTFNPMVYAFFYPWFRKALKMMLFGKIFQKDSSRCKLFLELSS
#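 System: CHO-derived RD-HGA16 cells with stable Gα16 and human TAAR1. Times: 17-24 h plating, Fluo-8 75 min 37 °C, 30 min RT. Measured by: calcium-sensitive Fluo-8 signal, excitation 470-495, emission 515-575 nm. Read-out basis: % activation relative to PEA EC100 response. Control set: DMSO and PEA EC100. Repeats: no replicates (n 1).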
# TAAR1 antagonist: human TAAR1 antagonism. Q96RJ0. CHO RD-HGA16 TAAR1, Fluo-8 calcium fluorescence, antagonist. inhibition, % at 3 µM. hit rate 1.5% among 360,000. AID 624466;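 active means inhibition above a per-plate cutoff, the mean inhibition of test compounds on that plate plus 3 SD, cut at about 49% in these data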;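 further: 0% = DMSO plus EC80 beta-PEA response and 100% = DMSO alone without agonist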
#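 System: CHO RD-HGA16 cells bearing hTAAR1. Reagent: EC80 β-phenethylamine stimulus. Schedule: seeding 17-24 h prior, 75-min 37 °C, 30-min RT dye loading. Signal: Fluo-8 intracellular calcium dye fluorescence, real-time kinetic reads. Read-out: % inhibition from peak post-agonist over basal fluorescence ratio. Benchmarks: vehicle wells and EC80 agonist wells. Replicates: n of 1.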
# OXTR ag: activates the human oxytocin receptor. CHO-OTR cells, Fluo-8 calcium fluorescence; normalized: DMSO 0%, oxytocin 100%. activation, % at 3 µM. hit rate 0.32% among 320,000;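 active means activation above the mean of all tested compounds plus 3 SD, cutoff set per screening run, cut at about 20% in these data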;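 further: peak over basal fluorescence ratio from a 100 s FLIPR kinetic read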
# CHO parental Ca: counter-screen: ATP calcium response change in parental CHO cells | parental CHO-K1, ATP-induced calcium, Fluo-8 fluorescence | inhibition, % at 5.6 µM | hit rate 0.63% among 330,000 | AID 463079;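 active means inhibition above that plate's mean sample inhibition plus 3 SD, cut at about 26% in these data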;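 further: 0% = ATP-challenged DMSO wells and 100% = DMSO wells without ATP; some compounds past the cut are filed as inactive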
#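 Material: parental CHO cells / Compound: single nominal dose of 5.6 µM per compound / Signal: Fluo-8 fluorescence / Replicates: singlicate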
# CHRM1 antagonist: antagonists of human M1 muscarinic receptor; hit rate 1.3% among 360,000; CHO-K1 hM1, Fluo-8 calcium fluorescence, ACh EC80 antagonist; inhibition, % at 3 µM; P11229;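 active means percent inhibition above its own plate's cutoff, namely the mean of that plate's compound wells plus 3 SD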;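 further: peak over basal fluorescence ratio during 140 s after agonist addition; 0% = ACh EC80 plus DMSO and 100% = DMSO alone without agonist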
# Numbers without * were called inactive; . = no result given.
SMILES,CHRM1 agonist,CHRM1 PAM,V1aR counter,OXTR potentiate,TAAR1 ag,TAAR1 antagonist,OXTR ag,CHO parental Ca,CHRM1 antagonist
Cc1nnc(NC(=O)CN2C(=O)c3ccccc3S2(=O)=O)s1,-2,4,1.7,-8,9,2,1.2,-5,-16
Cc1ccc(C)c(Cn2nnc3c(=O)[nH]c(C4CCCN(C(=O)c5ccco5)C4)nc32)c1 (stereo not drawn),-6,3,2.5,-9,1,-21,1.5,-34,-6
CCn1c(SCC(=O)N2c3ccccc3CCc3ccccc32)nc2c1c(=O)n(C)c(=O)n2C,-2,-1,1.2,5,6,14,0.6,-13,7
O=C1C(=C(c2ccccc2)c2ccccc2)Nc2ccccc21,5,5,14,-5,29,36,1.8,8,-5
N/C(Cc1nc(-c2ccc(Cl)cc2)cs1)=N/O,-2,7,2.1,-4,2,-5,-0.3,-8,-11
CCCCNCC1CCCO1 (stereo not drawn),-2,2,.,.,5,-9,.,.,2
COc1ccc(C)cc1N(C(=O)CNC(=O)c1ccco1)C(C(=O)NCC1CCCO1)c1ccccc1 (stereo not drawn),-5,5,-0.2,0,4,-14,-1.1,-14,-3
CN(C(=O)COc1coc(CN2CCN(c3ccccc3)CC2)cc1=O)c1ccccc1,-2,2,0.2,1,1,-13,0.5,-17,-6
CC(=O)Nc1ccccc1NC(=O)CC(C)(C)C,-1,14,0.5,-7,10,-14,0.2,-10,-26
CC1CCN(S(=O)(=O)c2cccc(C(N)=O)c2)CC1,-6,8,1.9,-6,0,-10,-0.5,-13,-4
O=C(CCC(=O)N1CCOc2ccccc21)NCCCN1CCOCC1,-3,-1,1.8,-4,0,-3,2.2,-4,15
Fc1ccc(C2=NOC(c3nnc(-c4ccccc4)o3)C2)cc1 (stereo not drawn),-3,-11,0.9,-2,11,-16,0.1,1,22
Cc1ccc(N(CC(=O)N2CCOCC2)S(C)(=O)=O)cc1,-4,8,1.7,-13,2,16,-0.8,1,-2
COc1ccc(CNC(=O)CCOc2ccc(C(C)(C)C)cc2)cc1,-1,2,-0.8,-11,10,17,-2.2,35,-39
O=C(CN1C(=O)CNC1=O)Nc1ccc(Cl)cc1,-3,10,0.6,2,1,-11,0.6,-6,-12
O=C(O)c1ccccc1Nc1ccc([N+](=O)[O-])cc1C(=O)O,0,5,-0.5,6,1,-8,3.2,-21,-9
O=C(CSc1nnc(NC(=O)c2ccccc2F)s1)NC1CC1,-2,1,0.5,2,3,13,1.6,-1,-7
CCCCOC(=O)Nc1ccc(S(=O)(=O)Nc2ncccn2)cc1,0,-4,0.1,-8,7,6,-0.8,-11,2
CC1CN(C(=S)SCC(=O)c2ccc(Cl)cc2)CC(C)O1 (stereo not drawn),-7,-6,0.0,-1,9,-28,-2.8,-16,-3
CCC(=O)Nc1cc(=O)[nH]c2nc(-c3ccc(Cl)cc3)nn12,-1,11,0.1,-6,0,-21,-0.8,1,-11
O=C(NC1CCCCCC1)c1cc2c(=O)n3ccccc3nc2s1,-7,6,0.6,-3,2,-8,-1.5,-25,-6
O=C(/C=C/c1ccc(Br)o1)NC(c1ccccc1)c1ccccc1,-8,-2,0.6,-5,-1,-4,-1.1,-23,-6
O=C(Nc1ccc(F)cc1)N1CCCCCC1,-4,0,0.5,-4,2,-21,-0.3,-2,0
CCc1nc2ccccc2c(C(=O)Oc2cccc3cccnc23)c1C,-3,7,-1.5,-5,12,39,-2.2,-13,-4
Cc1ccccc1NC(=O)N(CCc1nc2ccccc2[nH]1)Cc1ccccc1,-4,1,1.8,-15,8,6,-1.6,-37,5
CCN1CCN(C(=O)CCc2nnc(CCCCc3ccccc3)o2)[C@@H](C)C1=O,-2,4,0.4,-15,6,-8,0.9,-2,-2
CC(=O)N(CN1C(=O)c2ccccc2C1=O)c1ccccc1,-2,3,0.8,-12,5,-4,-0.5,-19,2
COc1ccc(CNC(=O)c2cc(=O)c3cc(C)c(C)cc3o2)cc1,-3,9,0.9,-5,-1,9,0.0,-15,-9
CCN(CC)CCN(Cc1cc2cc3c(cc2[nH]c1=O)OCCO3)C(=S)NCCCOC,-7,2,-0.2,-3,1,3,0.2,-12,-1
O=C(O)CCCNS(=O)(=O)c1ccc2ccccc2c1,-5,-6,-0.2,-11,9,11,-0.1,7,5
CCc1noc(C)c1C(=O)Nc1nc(-c2ccc(F)cc2)c(C)s1,-6,-12,-0.6,-8,4,-6,-1.4,-18,8
NC(=O)c1cccc2c1-c1ccccc1/C2=N/NC(N)=S,4,17,0.7,-13,0,11,0.6,0,3
CC(C)C(=O)NC(c1cccs1)c1cc([N+](=O)[O-])c2cccnc2c1O (stereo not drawn),-4,6,-0.9,-9,.,.,-1.7,-18,-6
COC(=O)c1ccc(C(=O)OC)c(NC(=S)N2CCN(c3cccc(Cl)c3)CC2)c1,-8,1,1.4,1,4,-8,-0.2,-16,-2
CCC(CCC(=O)Nc1ccc(S(N)(=O)=O)cc1)C(=O)O (stereo not drawn),-6,10,-0.3,-4,0,-14,0.7,-8,-11
CC(C)c1c(C(=O)N/N=C/c2ccc(OCc3ccc(F)cc3)cc2)nnn1-c1nonc1N,-1,2,3.7,-2,3,-7,1.6,11,7
Cc1cc(NC(=O)Nc2ccc(F)cc2)no1,-1,7,3.5,-15,32,-15,0.2,3,-8
CCC(=O)Nc1nonc1-c1nc2ccccc2n1N(C(=O)CC)C(=O)CC,-4,4,0.1,-4,5,10,-0.8,-6,-6
Cc1ccc(N(CC(=O)NCc2ccc(F)cc2)C(=O)CCC(=O)Nc2ccccn2)cc1C,-10,-5,5.0,-13,3,11,3.2,-35,6
O=C1CSC(c2ccccc2[N+](=O)[O-])N1CCc1ccccc1 (stereo not drawn),-6,-27,0.2,-10,10,3,-0.6,4,24
Cc1nn(C)c(Oc2ccccc2)c1CCNS(=O)(=O)c1ccccc1,1,6,4.8,-11,1,-15,5.0,-16,1
Oc1ccc(CCNc2c3ccccc3nc3ccccc23)cc1O,-8,4,-0.4,-3,6,3,1.2,0,-12
COc1cc(NC(=O)c2cccnc2Sc2ccc(Cl)cc2)cc(OC)c1OC,-3,-8,2.2,-7,4,-2,0.6,-26,14
COc1cc(C(N)=O)ccc1OCc1ccccc1,0,0,-0.2,-6,8,0,0.5,-4,2
COc1ccc(CCNC(=O)Nc2ccc3c(c2)c(=O)n(C)n3Cc2ccc(Cl)cc2)cc1OC,-1,1,.,.,2,30,.,.,-5
COc1ccc(Cl)cc1S(=O)(=O)N1CCCC(C(=O)NCCc2ccccc2)C1 (stereo not drawn),-2,10,5.2,-3,5,-17,-0.5,-15,-9
c1csc(-c2nc(N3CCCCC3)no2)c1,1,1,-0.2,-2,8,6,0.1,-6,9
CCCN(CCC)CCNC(=O)c1cc2c(C)nc3ccccc3c2o1,-8,4,1.4,-5,-1,10,0.7,-26,-7
S=C(c1cn(CCOc2cccc3ccccc23)c2ccccc12)N1CCCC1,-3,-4,0.0,-9,2,4,-1.7,-23,2
Cc1cc(C(=O)CSc2ccc(F)cc2)cc(C)c1OC(=S)N(C)C,-3,-8,-0.1,-27,4,78*,-1.3,-1,17

# Record cards, as listed above.
# `CCCN(CCC)CCNC(=O)c1cc2c(C)nc3ccccc3c2o1` is listed with CHRM1 agonist: -8; CHRM1 PAM: 4; V1aR counter: 1.4; OXTR potentiate: -5; TAAR1 ag: -1; TAAR1 antagonist: 10; OXTR ag: 0.7; CHO parental Ca: -26; CHRM1 antagonist: -7
# `COc1cc(C(N)=O)ccc1OCc1ccccc1` is listed with CHRM1 agonist: 0; CHRM1 PAM: 0; V1aR counter: -0.2; OXTR potentiate: -6; TAAR1 ag: 8; TAAR1 antagonist: 0; OXTR ag: 0.5; CHO parental Ca: -4; CHRM1 antagonist: 2
# `COc1ccc(CCNC(=O)Nc2ccc3c(c2)c(=O)n(C)n3Cc2ccc(Cl)cc2)cc1OC` is listed with CHRM1 agonist: -1; CHRM1 PAM: 1; V1aR counter: .; OXTR potentiate: .; TAAR1 ag: 2; TAAR1 antagonist: 30; OXTR ag: .; CHO parental Ca: .; CHRM1 antagonist: -5

# (cont.)
SMILES,CHRM1 agonist,CHRM1 PAM,V1aR counter,OXTR potentiate,TAAR1 ag,TAAR1 antagonist,OXTR ag,CHO parental Ca,CHRM1 antagonist
COc1ccc(CCNC(=O)c2ccc(Cl)cc2Cl)cc1,-4,7,-0.9,-11,9,-17,-2.0,-18,-12
CCC1Oc2ccccc2N(CC(=O)N2CCCC2)C1=O (stereo not drawn),-2,10,.,.,0,-23,.,.,-8
COc1ccc(C(=O)N/N=C(\C)Cn2cnc([N+](=O)[O-])n2)cc1,-9,6,-0.3,-7,1,-11,-0.5,-5,-6
CC1CC(C)(C)CC2(C1)NC(=O)N(CC(=O)Nc1ccc(N3CCCCC3)cc1)C2=O (stereo not drawn),-3,1,-1.4,-8,-2,-11,-0.4,3,9
CCOc1ccccc1N(CC(=O)Nc1ccc2c(c1)OCO2)S(C)(=O)=O,0,4,1.3,-1,9,-9,-0.7,-29,0
C(=N\Nc1nc(-c2ccccc2)cs1)/c1ccco1,-8,3,-0.9,-1,1,-13,-2.1,-22,0
CC[C@H](C)C(C(=O)N1CCN(C(=O)OC(C)(C)C)CC1)n1cc(C(CC(C)C)NC(=O)OC(C)(C)C)nn1 (stereo partly drawn),-2,7,-0.2,1,7,14,-1.2,-22,0
O=C(O)c1ccccc1OCCOc1ccccc1,-2,12,0.7,-1,9,17,-0.2,-8,-10
O=C(O)CCCN1C(=O)C2C3CC(C2C1=O)C1C(c2ccccc2)c2sc(=O)n(-c4ccccc4)c2SC31 (stereo not drawn),-5,-2,-0.9,-7,15,-12,-0.5,-16,9
Cc1ccc(Cn2nnnc2CN2CCC(NC(=O)c3ccccc3F)CC2)cc1,-3,2,0.4,-6,3,-10,0.4,-11,-24
COc1ccc(CNC(=O)COC(=O)/C=C/c2cccc(Cl)c2)cc1,3,-3,6.9,-1,7,1,8.3,-18,-7
O=C1CN(C(=O)c2ccccc2)C(c2ccc(F)cc2)c2cc(Br)ccc2N1 (stereo not drawn),-5,3,1.1,-12,8,6,-1.6,-25,-5
C/C=C(/C)C(=O)Nc1cccc(C2=NOC3(C2)C[C@H](C(N)=O)N(C(=O)c2ccc(Cl)cc2)C3)c1 (stereo partly drawn),-3,2,0.3,-2,5,7,0.0,1,-6
O=C(OCc1c(Cl)cccc1Cl)c1cccnc1,-4,3,-0.9,-6,26,-3,-1.2,-8,-17

# Screens from PubChem.

# Hits appear at their usual frequency; 3.7% or so of the library scored in one or more.
